Insulin prom up = MIN6 insulin promoter up-regulation; z-score at 5 µM; AID 1625; hit rate 0.3% among 190,000; MIN6 insulin promoter-GFP reporter, high-content imaging; active compounds read high;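 active means z-score above 3 at 5 µM with at least 500 cells counted in the well; inconclusive means wells under 500 cells, flagged as cytotoxic or low count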
WT yeast gro inh = growth inhibition of WT yeast, mitochondrial fusion screen; hit rate 2.1% among 190,000; inhibition, % at 10 µM; mitochondrial fusion phenotypic screen, WT strain; in the data active means inhibition above about 58%; tested in S. cerevisiae
MT stabilizer = microtubule stabilizers in HeLa cells | HeLa tubulin immunostaining HCS, 24 h; share of cells brighter than vehicle mean+2SD | % tubulin-high responders, % at 10 µM | hit rate 0.83% among 200,000 | AID 2205;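 active means plate Z-score above 3 for both tubulin-high and condensed-nucleus cell shares, with cell loss under 80%, at 10 µM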;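 further: anti alpha tubulin signal scored within the nucleus-defined area of each cell; some results filed as inactive read as strong as hits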
Lipid droplet = hepatic lipid droplet formation modulation; AML12 mouse hepatocytes, oleate lipid droplets, BODIPY imaging; inhibition, % at 6.5 µM; hit rate 0.4% among 240,000;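 active means lipid droplet intensity inhibited by at least 50%, with more than 500 cells counted; inconclusive means wells with under 300 cells, treated as cytotoxic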
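Test system: AML12 hepatocytes (mouse); reagent: oleate loading, 100 µM; dosing: one dose, 6.5 µM compound; incubation: overnight exposure; signal: fluorescence imaging, 20x objective, two fields per well; read-out basis: % inhibition of corrected integrated BODIPY droplet signal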
Yfh1-off respiration = mitochondrial function rescue without frataxin homolog – Friedreich's ataxia, plus single-dose screen, dose response (AID 1465) | S. cerevisiae Yfh1-off respiration, WST-1 reduction, 72 h; higher fold induction means a stronger effect | fold induction at 50 µM, or EC50 in µM where a hit was titrated | hit rate 0.074% among 220,000;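 active means fold induction of absorbance versus untreated yeast above a set limit, then at least 30% activation at any dose in follow-up; inconclusive means repeats straddling the limit, or above it without dose testing; inactive means fold induction below the set limit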;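 further: activators that raise dye reduction in frataxin-depleted yeast; strong numbers were not always called active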
HEK293 NOD2/NF-kB = NOD2 signaling inhibitors, cell-based, luminescence, uHTS, HEK293 (AID 1566); HEK293 NOD2/NF-kB luciferase reporter, luminescence; higher % means a stronger effect; inhibition, % at 4 µM; hits with a dose series show EC50 in µM; hit rate 0.63% among 290,000; in the data active means inhibition above about 50%; further: many of its hits are not listed in these tables
bCat nuc transl = alters nuclear translocation of beta-catenin in HeLa cells; immunofluorescence imaging; nuclear translocation activity, % at 5 µM; hit rate 0.3% among 190,000; AID 1665;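 active means nuclear translocation activity above 50% at 5 µM, with a well cell count of 50 or more; inconclusive means wells under 50 cells across six images, flagged as toxic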;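 further: per-cell ratio of nuclear to cytoplasmic median beta-catenin stain intensity; plate controls were DMSO negative control for no effect and GSK-3 inhibitor IX positive control for full effect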
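Technique: fluorescence imaging of beta-catenin antibody stain plus DAPI / Material: human HeLa cell line / Incubation: compound treatment 24 h, 37°C, 5% CO2 / Read-out basis: % activation of per-cell nuclear versus cytoplasmic median beta-catenin signal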
Autophagy HCS = modulators of autophagy | calls only at 10 µM (by protocol) | AID 463193 | hit rate 0.98% among 190,000 | MEF GFP-LC3 puncta imaging; test concentration mostly 10 µM;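 active means percentage of spot-positive cells more than 3 SD above its plate mean, without a fluorescence outlier flag or 80% toxicity; inconclusive means no clear call, values can overlap the other calls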;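 further: spot-positive cell cutoff set from DMSO-treated cells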
Dynein transport = dynein cargo transport inhibition | 3617.4 mouse cells, GR-EGFP nuclear translocation imaging; test concentration mostly 20 µM; stimulated with dexamethasone, 1 µM; active compounds read low | z-score, hits read low | hit rate 0.47% among 220,000 | AID 1381;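 active means plate z-score of nuclear minus cytoplasmic receptor signal below a set negative limit, without overly bright fluorescence or cell loss, cut at about -3.5 in these data, passing the limit was not always enough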;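 further: z-score of nuclear minus cytoplasmic ring GR-EGFP intensity difference per well; some compounds called inactive have numbers as strong as hits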
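Buffer or medium: tet-free, stripped-serum medium; reagent: dexamethasone at 1.0 µM final, 30 min; incubation: 48 h induction, 1 h compound, 30 min dex at 37 °C; measured by: formaldehyde fixation, Hoechst nuclear stain, 10x automated fluorescence imaging; read-out: nuclear-to-cytoplasmic GR-EGFP distribution per well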
WT yeast gro inh mutant strain = also measured in WT yeast gro inh; calls as there; inhibition, %; mitochondrial fusion phenotypic screen, mutant strain inhibition
Dynein transport cytoplasmic EGFP = also measured in Dynein transport; calls as there; z-score; measured here: cytoplasmic GR-EGFP intensity; active compounds read high
Dynein transport nuclear GR-EGFP = further read-out of Dynein transport, marked with its call; z-score; measured here: nuclear GR-EGFP intensity;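 lower value marks the stronger effect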
Dynein transport cell count = recorded beside Dynein transport, whose call it bears; z-score; measured here: cell count per field
Insulin prom up cell count = also measured in Insulin prom up; calls as there; cell count; measured here: cytotoxicity, nuclei count;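 total cells summed across four imaged fields per well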
Lipid droplet cells 6.5 µM = further read-out of Lipid droplet, marked with its call; cell count; measured here: cell count, cytotoxicity flag;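 cells counted across two imaged fields per well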
bCat nuc transl cell count 5 µM = further read-out of bCat nuc transl, marked with its call; cell count; measured here: cell count, cytotoxicity flag
MT stabilizer Hoechst-high % = further read-out of MT stabilizer, marked with its call; % Hoechst-high responders; measured here: nuclear condensation Hoechst responders;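 share of cells brighter than vehicle mean plus two SD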
MT stabilizer cytotoxicity % = further read-out of MT stabilizer, marked with its call; toxicity, %; measured here: cytotoxicity by cell density;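 0% = mean cell density of plate MIN control wells and 100% = no cells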
Autophagy HCS cell loss 18 h = further read-out of Autophagy HCS, marked with its call; toxicity, %; measured here: cell loss, nuclei count;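 cell loss after 18 h compound exposure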
The depositor's hits bear a star; i = inactive; ? = inconclusive; . = no result given. Only part of the results is shown, so the mix of outcomes need not match the whole.

entry	SMILES	Insulin prom up	Insulin prom up cell count	WT yeast gro inh	WT yeast gro inh mutant strain	MT stabilizer	MT stabilizer Hoechst-high %	MT stabilizer cytotoxicity %	Lipid droplet	Lipid droplet cells 6.5 µM	Yfh1-off respiration
1	O=C(O)CSCCn1cccn1	0.02	1101	9	18	1.9	1.8	0.2	.	.	i
2	CCOc1ccc(-c2noc(CCCC(N)=O)n2)cc1OC	.	.	-9	-12	1.4	0.9	5.4	14	751	i
3	O=C(Nc1cccnc1)c1ccc(CN2CCc3ccccc3C2)cc1	0.01	1223	8	-1	3.4	2.6	4.3	.	.	i
4	O=C(NNc1ccccc1Br)C(=O)n1ccc2ccccc21	-0.35	1307	39	-2	3.6	1.7	5.1	14	572	i
5	CC(=O)c1c(C)[nH]c(C(=O)Nc2nc(-c3ccccc3)c(C)s2)c1C	0.52	1253	32	0	3.1	4.2	7.8	-4	648	i
6	O=c1c2ccc(Cl)cc2nc(-c2cccc(C(F)(F)F)c2)n1O	0.71	1341	12	1	1.4	1.6	13	.	.	i
7	CCCCNCCOCCOc1ccc(C)cc1Br	-0.49	1313	9	28	2.7	2.3	2.2	10	631	i
8	O=C(CCc1nc(-c2ccccc2)no1)N1CCCC1	0.2	1158	2	0	6.2	0.4	3.5	.	.	i
9	COc1ccc(NC(=O)c2c3c(nc4ccccc24)CCC3)cc1S(=O)(=O)N1CCOCC1	-0.25	1377	-1	-25	2.4	3.0	5.9	-10	654	i
10	COc1cc(N2CCOCC2)ccc1C=C(C#N)C#N	-0.36	1382	-7	-1	3.0	0.8	3.2	2	700	i

entry	HEK293 NOD2/NF-kB	bCat nuc transl	bCat nuc transl cell count 5 µM	Autophagy HCS	Autophagy HCS cell loss 18 h	Dynein transport	Dynein transport cytoplasmic EGFP	Dynein transport nuclear GR-EGFP	Dynein transport cell count
1	-4%	-0.5	1142	i	20	0.64	-0.24	0.55	0.69
2	15%	.	.	i	-16	-0.097	0.75	0.4	-0.074
3	38%	-4.6	951	i	5	-0.0093	-0.027	0.037	0.5
4	-94%	2.1	1085	i	10	0.43	-0.2	-0.0085	-0.92
5	.	-1.0	1073	i	4	1.3	-0.23	1	-1.5
6	36%	4.1	1063	i	-9	-0.16	0.27	0.72	0.25
7	2%	-3.1	964	i	-3	-0.75	-0.16	-0.19	0.08
8	2%	1.4	1180	i	4	0.62	-0.1	0.67	-0.67
9	-1%	4.4	978	i	-6	0.11	-0.21	-0.3	-0.35
10	23%	0.2	1498	i	13	2.3	-0.2	1.2	-1.1

Next section.
entry	SMILES	Insulin prom up	Insulin prom up cell count	WT yeast gro inh	WT yeast gro inh mutant strain	MT stabilizer	MT stabilizer Hoechst-high %	MT stabilizer cytotoxicity %	Lipid droplet	Lipid droplet cells 6.5 µM	Yfh1-off respiration
11	COC(=O)CSc1ccc2nnc(CCNS(=O)(=O)c3ccc(C)cc3)n2n1	0.75	1277	8	0	3.0	1.9	7.3	7	694	i
12	CCOC(=O)C(C)/C(C)=N/NC(=O)c1cc2ccccc2cc1O (stereo not drawn)	-0.17	1538	-24	5	4.1	2.0	3.4	0	630	i
13	Cc1cc(C(C)(C)C)oc1C(=O)N(CC(=O)NC1CCCC1)Cc1ccccc1	0.54	1917	20	18	0.8	1.7	7.3	-3	683	i
14	CCOC(=O)c1c(C2COc3ccccc3O2)csc1NC(=O)c1ccco1 (stereo not drawn)	-0.2	1121	4	-4	4.8	2.0	11	-6	635	i
15	Cn1ncc(N=Cc2ccccc2)c1C(N)=O	.	.	-42	-15	2.3	3.7	10	4	773	i
16	COc1ccccc1NC(=O)Cn1c(O)c(N=NC(=O)c2ccccc2O)c2ccccc21	-0.11	1230	6	-8	5.5	2.0	16	-4	674	?
17	COCCNc1ccc(S(=O)(=O)N2CCCC2)cn1	-0.21	1208	-16	5	4.7	2.1	4.5	5	687	i
18	COc1cc(C(=O)NCC(=O)n2nc(C)cc2C)cc(OC)c1OC	0.4	1278	-1	5	4.6	4.1	4.9	10	832	i
19	O=C(CSc1ncc(-c2ccccc2)nn1)NCc1ccco1	-0.78	1339	0	1	3.2	3.6	8.0	-6	717	i
20	CN(C)c1ccc(C2CC(c3ccccc3)=Nc3nc(-c4ccccc4)cn32)cc1 (stereo not drawn)	-0.02	1242	-5	14	3.7	2.8	7.0	-5	693	i

entry	HEK293 NOD2/NF-kB	bCat nuc transl	bCat nuc transl cell count 5 µM	Autophagy HCS	Autophagy HCS cell loss 18 h	Dynein transport	Dynein transport cytoplasmic EGFP	Dynein transport nuclear GR-EGFP	Dynein transport cell count
11	5%	-1.0	1121	i	9	0.84	-0.32	0.54	-0.24
12	-15%	0.5	970	i	11	0.47	-0.2	0.8	-0.96
13	-10%	-3.5	1217	i	2	.	.	.	.
14	20%	.	.	i	0	0.81	-0.025	-0.27	0.43
15	4%	-3.7	1213	i	3	0.62	-0.26	0.67	0.31
16	-10%	2.0	1048	i	0	1	-0.39	-0.24	1.6
17	7%	-0.1	1037	i	3	0.2	-0.24	0.53	0.14
18	13%	-6.9	1225	i	7	0.21	-0.31	0.12	0.13
19	1%	.	.	i	4	-0.02	-0.27	-0.066	0.61
20	-20%	1.9	1124	i	2	1.5	0.089	0.89	-0.78

(more compounds)
entry	SMILES	Insulin prom up	Insulin prom up cell count	WT yeast gro inh	WT yeast gro inh mutant strain	MT stabilizer	MT stabilizer Hoechst-high %	MT stabilizer cytotoxicity %	Lipid droplet	Lipid droplet cells 6.5 µM	Yfh1-off respiration
21	CCCNC(=O)NCc1ccc(N2CCCC2=O)cc1	1.4	1003	-12	-12	4.7	3.7	2.4	.	.	i
22	CCN1C(=O)c2ccccc2S(=O)c2ccc(C(=O)NC3CC3)cc21 (stereo not drawn)	0.99	1243	2	9	4.9	2.7	6.6	3	541	i
23	CCCCCN1C=CC=C/C1=C\C=C(C#N)C#N	0.4	1328	.	.	.	.	.	6	743	i
24	Cc1ccccc1/C(N)=N/OC(=O)N1c2ccccc2Sc2ccccc21	-0.09	1599	83*	-8.5*	4.1	0.7	3.8	.	.	.
25	Cc1cc(S(=O)(=O)Nc2nc(CN3CCOCC3)nc3sc4c(c23)CCCC4)ccc1F	0.57	839	26	6	2.2	1.3	6.6	19	684	.
26	CC(=O)NCCc1nc2cc(NC(=O)c3cccs3)ccc2n1C	-0.6	1277	-4	2	1.7	2.0	6.3	-2	710	i
27	COC(=O)/C=C1/N/C(=N\c2nc(C)cc(C)n2)N(c2cccc(C)c2)C1=O	0.61	1284	-6	4	7.0	2.9	5.6	1	778	i
28	CCN(CC)CCCNC(=O)Cn1cc2c(n1)CCC(C)C2 (stereo not drawn)	.	.	9	-3	5.2	1.8	2.3	11	550	i
29	CCOc1ccccc1NC(=S)NC1CCCCC1	0.03	1257	5	10	5.3	2.1	5.7	-13	582	i
30	O=C(CSc1nc2ccccc2o1)NC1CCCC1	0.27	1272	0	1	1.7	1.7	4.7	-26	761	i

entry	HEK293 NOD2/NF-kB	bCat nuc transl	bCat nuc transl cell count 5 µM	Autophagy HCS	Autophagy HCS cell loss 18 h	Dynein transport	Dynein transport cytoplasmic EGFP	Dynein transport nuclear GR-EGFP	Dynein transport cell count
21	6%	.	.	i	-12	-0.31	-0.22	-0.17	0.19
22	-10%	-3.4	1096	.	.	-0.52	-0.24	-0.061	-0.11
23	-90%	-2.2	989	.	.	-0.022	-0.13	-0.18	-0.033
24	4%	-0.4	1258	i	21	1.4	-0.23	0.96	1.1
25	13%	.	.	i	18	-0.16	-0.028	0.042	0.46
26	-2%	0.9	1048	i	10	-0.078	-0.33	-0.2	0.88
27	4%	1.5	459	i	2	-0.64	-0.08	-0.32	0.54
28	14%	-1.8	1155	i	0	-0.8	-0.24	-0.11	0.85
29	-9%	-0.7	881	i	-10	-0.34	-0.23	-0.11	-0.11
30	-12%	-0.6	1082	i	3	0.57	-0.28	0.52	-0.44

Ordered by formula weight (smallest number first): some entries from above
entry	SMILES	Insulin prom up	Insulin prom up cell count	WT yeast gro inh	WT yeast gro inh mutant strain	MT stabilizer	MT stabilizer Hoechst-high %	MT stabilizer cytotoxicity %	Lipid droplet	Lipid droplet cells 6.5 µM	Yfh1-off respiration
30	O=C(CSc1nc2ccccc2o1)NC1CCCC1	0.27	1272	0	1	1.7	1.7	4.7	-26	761	i
29	CCOc1ccccc1NC(=S)NC1CCCCC1	0.03	1257	5	10	5.3	2.1	5.7	-13	582	i
24	Cc1ccccc1/C(N)=N/OC(=O)N1c2ccccc2Sc2ccccc21	-0.09	1599	83*	-8.5*	4.1	0.7	3.8	.	.	.

entry	HEK293 NOD2/NF-kB	bCat nuc transl	bCat nuc transl cell count 5 µM	Autophagy HCS	Autophagy HCS cell loss 18 h	Dynein transport	Dynein transport cytoplasmic EGFP	Dynein transport nuclear GR-EGFP	Dynein transport cell count
30	-12%	-0.6	1082	i	3	0.57	-0.28	0.52	-0.44
29	-9%	-0.7	881	i	-10	-0.34	-0.23	-0.11	-0.11
24	4%	-0.4	1258	i	21	1.4	-0.23	0.96	1.1

Bioassay records as filed in PubChem BioAssay.
